Screening results (PubChem)
Statin myotox sup – suppression of simvastatin myotoxicity; C2C12 myotubes + simvastatin, ATP luminescence, 48 h; scaled: DMSO 0, geranylgeraniol control 100; rescue of ATP level, % at 7.49 µM; actives 0.78% (n = 330,000);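 active = mean ATP rescue above about 67%, or every replicate alone reaching that limit, limit read from the data, passing the limit was not always enough; inconclusive = no clear call, values can overlap the other calls; inactive = mean under the limit and some replicate under it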;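 note: myotubes were challenged with 10 µM simvastatin during compound exposure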
Cneo AK release – causes C. neoformans cell lysis | adenylate kinase release luminescence, 4 h; normalised: neutral wells 0, clomiphene wells 100 | lysis activity, % at 15 µM | actives 0.2% (n = 360,000) | AID 651654;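 active = mean lysis activity across replicates of at least 80%, whatever share of replicates individually reach that level; inactive = mean lysis activity below 80%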
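Schedule: static 4 h at 37 °C with compound, 1 h detection; system: C. neoformans cells; benchmarks: Clomiphene as positive control; buffer or medium: fresh YPD medium; measure: luminescence rise reflecting yeast cell lysis; measured by: luminescent adenylate kinase detection reagent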
SIRT5 inh – inhibitors of human sirtuin-5 desuccinylase | actives 1.1% (n = 330,000) | Purified SirT5, succinyl-peptide AMC, trypsin-coupled fluorescence | AID 652115 | inhibition, % at 15 µM | Q9NXA8; in the data active = inhibition above about 15%; inconclusive = no clear call, values can overlap the other calls
S100A4 MyoIIA – blocks human S100A4 binding to myosin IIA peptide; P26447; S100A4/TAMRA-MyoIIA peptide fluorescence polarization; inhibition, % at 10.7 µM; actives 0.14% (n = 360,000); AID 652163;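 active = mean inhibition of at least 70% across replicates, with every replicate also reaching that level; inconclusive = mean inhibition reaches 70% but some replicates fall short; inactive = mean inhibition below 70%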
Target sequence (P26447 whole entry, looked up): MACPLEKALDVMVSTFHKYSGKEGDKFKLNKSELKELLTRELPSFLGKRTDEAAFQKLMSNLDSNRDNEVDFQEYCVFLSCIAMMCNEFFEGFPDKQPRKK
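Test system: S100A4 monomer protein; Medium: HEPES pH 7.2 with CaCl2, KCl, NaCl, DTT, Triton; Probe or stimulus: TAMRA-labelled myosin IIA heavy-chain peptide probe, 5 nM; Doses: one dose per compound; Times: polarization read 5 min after assay mix addition, stable 5–60 min; Benchmarks: neutral control DMSO, positive control TFP.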
LGR2 inh – inhibitors of bursicon-induced Drosophila LGR2 receptor cAMP signaling; HEK293 LGR2, CRE-luciferase, bursicon-stimulated, 4 h; inhibition, % at 9.99 µM; actives 0.35% (n = 380,000); AID 720647;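 active = drop in luminescence signal, shown as inhibition above about 50% in the replicate tests, limit read from the data, passing the limit was not always enough; inconclusive = probably only some replicates passing the limit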;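 note: agonist challenge used bursicon conditioned medium at about half maximal strength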
XiGFP reactiv – activators of X-chromosome reactivation in mouse fibroblasts; XiGFP mouse fibroblasts, % GFP-positive cells imaging, 3 d; cells co-treated with 5-aza-dC sensitizer; scaled so ellipticine positive control = 100%; activation, % at 7.58 µM; actives 0.055% (n = 360,000); AID 743238;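 active = mean normalized replicate activation at least 10% and every replicate at or above 10%; inconclusive = only one of the two criteria met; inactive = mean below 10% and not all replicates reach 10%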;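 note: 0% = median of on-plate neutral control wells and 100% = ellipticine 6 µM median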
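System: XiGFP fibroblasts, SV40-immortalized. Medium: DMEM plus 5-aza-dC sensitizer. Doses: single point. Timing: 3 d treatment, 15 min room-temperature fixation. Control set: ellipticine 6 µM.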
PGC1a acetyl inh – modulators of PGC1a acetylation | actives 0.17% (n = 350,000) | AID 651687 | U2OS PGC1a acetylation, AlphaScreen anti-acetyl-lysine; with virally co-expressed GCN5 acetyltransferase | inhibition, % at 15.6 µM;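 active = every replicate shows inhibition of at least 40%; inconclusive = mean inhibition at least 40% but some replicate below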;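 note: 0% = neutral control wells and 100% = positive control wells; some results beyond the cut were filed as inactive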
ERAP1 inh – ERAP1 (human) enzyme inhibition | recombinant ERAP1, Leu-AMC fluorescence, 60 min | Q9NZ08 | AID 652197 | inhibition, % at 10.7 µM | actives 0.15% (n = 340,000);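 active = mean replicate inhibition of at least 30%, or all replicates individually reaching that 30% level; inactive = mean below 30% and not every replicate reaching it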;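 note: 0% = neutral control wells and 100% = L-leucinethiol positive control wells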
Target sequence (Q9NZ08 whole entry, looked up): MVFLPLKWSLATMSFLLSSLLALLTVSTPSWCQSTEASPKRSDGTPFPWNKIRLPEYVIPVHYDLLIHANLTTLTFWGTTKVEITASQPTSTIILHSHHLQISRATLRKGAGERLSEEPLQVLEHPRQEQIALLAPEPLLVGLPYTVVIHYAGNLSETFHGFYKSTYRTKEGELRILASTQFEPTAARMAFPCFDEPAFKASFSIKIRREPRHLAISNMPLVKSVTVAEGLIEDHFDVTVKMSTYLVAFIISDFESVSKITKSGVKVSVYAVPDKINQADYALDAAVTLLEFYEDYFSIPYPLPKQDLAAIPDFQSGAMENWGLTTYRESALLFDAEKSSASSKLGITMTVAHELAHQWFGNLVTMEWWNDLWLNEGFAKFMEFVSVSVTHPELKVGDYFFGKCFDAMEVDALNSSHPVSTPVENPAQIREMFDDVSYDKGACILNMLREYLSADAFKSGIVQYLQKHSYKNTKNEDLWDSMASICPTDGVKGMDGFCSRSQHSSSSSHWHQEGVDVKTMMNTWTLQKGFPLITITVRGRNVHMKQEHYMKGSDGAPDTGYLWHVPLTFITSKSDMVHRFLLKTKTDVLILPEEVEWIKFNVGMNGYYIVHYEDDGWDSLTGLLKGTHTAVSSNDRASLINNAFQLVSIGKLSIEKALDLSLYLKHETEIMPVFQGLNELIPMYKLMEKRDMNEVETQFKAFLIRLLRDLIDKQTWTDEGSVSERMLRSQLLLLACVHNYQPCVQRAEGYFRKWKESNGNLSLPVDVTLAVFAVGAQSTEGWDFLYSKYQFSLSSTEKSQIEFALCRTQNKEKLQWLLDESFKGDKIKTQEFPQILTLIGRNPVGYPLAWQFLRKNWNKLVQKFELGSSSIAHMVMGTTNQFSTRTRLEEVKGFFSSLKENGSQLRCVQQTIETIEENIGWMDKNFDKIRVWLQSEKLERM
Numbers without * were called inactive; ? = inconclusive; . = not tested or not shown; & = joins results of further samples. The list is partial; the hit share may differ from the screen's.

SMILES	Statin myotox sup	Cneo AK release	SIRT5 inh	S100A4 MyoIIA	LGR2 inh	XiGFP reactiv	PGC1a acetyl inh	ERAP1 inh
O=C(Cn1cc(Cl)ccc1=O)c1ccc(Cl)cc1	.	.	3	-1	-9	0.1	.	2
C[C@@H]1CN([C@@H](C)CO)C(=O)c2cccc(NC(=O)c3ccncc3)c2O[C@@H]1CN(C)Cc1ccc(Cl)c(Cl)c1	18	8	-3	-14	-6	0.0	-19	0
CC(C)(CN1CCCN(CC(C)(C)C(=O)O)C1=O)C(=O)O	-4	0	.	-2	2	0.1	-7	1
CCOC(=O)CC(NS(=O)(=O)Cc1ccccc1)c1ccc(C)cc1 (centres undefined)	4	2	1	-6	-7	-0.1	-9	-1
Cc1ccc([N+](=O)[O-])cc1NC(=O)Nc1onc(C)c1C	-8	0	-2	-1	0	0.1	.	2
COc1ccc(C)cc1NC(=S)Nc1ccccc1SC	6	.	.	-3	4	0.0	.	.
O=C(C[C@H]1C=C[C@H](NC(=O)Cc2cccnc2)[C@@H](CO)O1)Nc1ccc(-c2ccccc2)cc1	.	.	-5	4	4	-0.1	9	1
CCc1ccc(C2=CC(c3cc(Br)ccc3F)n3ncnc3N2)cc1 (centres undefined)	-14	-8	.	.	19	.	-1	.
COCC(=O)Nc1ccc2c(c1)[C@@H]1C[C@@H](CC(=O)NCc3ccc4c(c3)OCO4)O[C@@H](CO)[C@@H]1O2	6	0	-1	6	10	0.2	1	0
CCC(=O)N1[C@@H]2CN(C(=O)Nc3ccccc3Cl)c3ccccc3[C@@H]2[C@@H]1CO	-9	-3	.	.	10	0.0	-6	.
CN(C)S(=O)(=O)c1cccc(C(=O)OCC(=O)Nc2sccc2C#N)c1	.	0	-1	7	-23	.	27	5
Cc1ccc(C(=O)NCC(=O)OCC(=O)NC2CCCC(C)C2C)s1 (centres undefined)	9	3	1	-6	-28	0.0	-8	-1
Cc1cc(Cl)c(S(=O)(=O)N2CCN(c3ccccn3)CC2)cc1OCC(N)=O	.	.	3	2	6	0.0	-8	-3
C[C@H]1CN([C@@H](C)CO)C(=O)c2cccc(NC(=O)C3CCCCC3)c2O[C@H]1CN(C)Cc1ccc(Cl)c(Cl)c1	-97	0	8	-8	16	-0.1	0	4
NS(=O)(=O)c1cccc(NC(=O)CSc2ncnc3ccccc23)c1	14	.	3	-4	24	0.0	4	6

Looked up one by one from the list above (four):
SMILES	Statin myotox sup	Cneo AK release	SIRT5 inh	S100A4 MyoIIA	LGR2 inh	XiGFP reactiv	PGC1a acetyl inh	ERAP1 inh
Cc1ccc([N+](=O)[O-])cc1NC(=O)Nc1onc(C)c1C	-8	0	-2	-1	0	0.1	.	2
CN(C)S(=O)(=O)c1cccc(C(=O)OCC(=O)Nc2sccc2C#N)c1	.	0	-1	7	-23	.	27	5
CCC(=O)N1[C@@H]2CN(C(=O)Nc3ccccc3Cl)c3ccccc3[C@@H]2[C@@H]1CO	-9	-3	.	.	10	0.0	-6	.
Cc1ccc(C(=O)NCC(=O)OCC(=O)NC2CCCC(C)C2C)s1 (centres undefined)	9	3	1	-6	-28	0.0	-8	-1

(more compounds)
SMILES	Statin myotox sup	Cneo AK release	SIRT5 inh	S100A4 MyoIIA	LGR2 inh	XiGFP reactiv	PGC1a acetyl inh	ERAP1 inh
O=C(C[C@H]1CC[C@H]2[C@@H](COC[C@@H](O)CN2CC2CC2)O1)NCc1ccc(Cl)cc1	9	56	0	0	-7	0.1	-2	-2
CN(C)CCCNc1ccc(-c2n[nH]c(=O)c3ccccc23)cc1[N+](=O)[O-]	4	7	0	0	.	0.0	15	3
CCNC(=O)C[C@H]1CC[C@H]2[C@@H](COc3ccc(NC(=O)c4ccc(F)c(F)c4)cc3C(=O)N2C)O1	13	-1	-3	-6	-3	0.2	0	-2
CCCCCCN(C(=O)CCCCCN1C(=O)NC(c2ccc(-c3ccccc3)cc2)C(C(=O)OCc2ccccc2)=C1C)C(C(=O)NCCCC)c1ccc(-c2ccccc2)cc1 (centres undefined)	.	.	.	-4	-3	-0.1	.	-2
C/C=C/c1cnc2c(c1)C(=O)N([C@@H](C)CO)C[C@@H](C)[C@H](CN(C)Cc1cccc(C(=O)O)c1)O2	8	2	0	9	-8	-0.2	-8	-2
C[C@@H]1CN([C@H](C)CO)C(=O)Cc2cc(NC(=O)CCC(F)(F)F)ccc2O[C@H]1CN(C)S(=O)(=O)c1ccc(F)cc1	11	4	.	6	-8	-0.3	8	1
CCOC(=O)Cc1csc(NC(=O)CSC2=NCCS2)n1	.	7	0	-8	6	0.1	.	-1
COC(=O)Cc1ccc(NC(=S)N2CCC(Cc3ccccc3)CC2)cc1	13	2	.	0	-12	0.3	-12	-5
Cc1cnc(C(=O)OCC(=O)c2cc(C)n(C)c2C)cn1	.	.	-1	-3	5	0.2	3	2
O=C1CC2(CCN(C(=O)c3ccccc3Br)CC2)Oc2ccccc21	-8	4	3	-1	14	0.2	.	-6
CCOC(=O)CSc1nnc(-c2ccc(OC)cc2OC)o1	9	-1	0	-7	-7	.	0	6
COC(CNC(=O)C(=O)NCC1OCCN1C(=O)c1ccc(Cl)cc1)OC (centres undefined)	-4	3	-4	5	33	-0.1	-3	-12
Cc1ccc(S(=O)(=O)N(C)C[C@@H]2Oc3ccc(NC(=O)c4ccncc4)cc3CC(=O)N([C@@H](C)CO)C[C@H]2C)cc1	1	-2	0	-2	11	0.1	-4	1
COCC(=O)N(C)C[C@H]1Oc2cc(Br)ccc2S(=O)(=O)N([C@H](C)CO)C[C@H]1C	5&10	0&-2	1&-5	1&0	-5	-0.1	6&9	-1&-2
Cc1ccc(S(=O)(=O)NCC(=O)OCC(=O)Nc2cccc(S(=O)(=O)N3CCOCC3)c2)cc1	8	-6	0	0	30	0.0	-2	-4
CC1(C(=O)O)CCCN(C(=O)c2ccc3c(c2)C(C)(C)CCC3(C)C)C1 (centres undefined)	1	0	.	-1	-10	0.3	.	4
N#C/C(=C\c1cn(Cc2ccccc2)c2ccccc12)C(=O)NCc1ccco1	.	.	-3	-9	1	0.5	.	8
CSc1ccc(Cl)c(C(=O)N2CCN(c3ncccn3)CC2)c1	2	2	-12	-6	-6	0.0	7	1
CCCCn1nnnc1C(c1cc2ccccc2o1)N(Cc1ccccc1)Cc1ccccc1 (centres undefined)	.	.	-6	52	15	0.0	.	1
Cc1ccc(S(=O)(=O)Nc2ccc3c(c2)C(=O)N([C@H](C)CO)C[C@H](C)[C@H](CN(C)C(=O)Nc2cccc4ccccc24)O3)cc1	26	-14	0	6	-3	-0.7	6	0
C[C@@H]1CN([C@H](C)CO)C(=O)Cc2cc(NC(=O)Nc3ccc(F)cc3)ccc2O[C@H]1CN(C)Cc1ccc(Oc2ccccc2)cc1	64	47	8	19	5	-0.1	-4	7
CC(=O)Nc1cncc(-c2cccc(S(C)(=O)=O)c2)n1	1	-1	-3	11	0	-0.1	9	6
O=C(O)CC1S/C(=N\N=C/c2ccccc2O)N(c2ccc(O)cc2)C1=O (centres undefined)	0	.	-1	-24	14	0.0	-1	0
COc1ccccc1-c1cnc2c(c1)C(=O)N([C@@H](C)CO)C[C@@H](C)[C@H](CN(C)C(=O)CC1CC1)O2	8	-4	3	11	11	0.1	10	4
Cc1cc(C)cc(OC(=O)CCN2C(=O)c3ccccc3C2=O)c1	20	-2	-5	-6	2	.	0	0
CCOc1ccccc1NC(=S)N1CCCc2ccccc21	-3	0	3	4	6	0.1	5	-1
CCOc1ccc(OCc2ccc(C(=O)N3CCCC(C)C3)cc2)cc1 (centres undefined)	.	.	0	29	-28	0.0	.	1
CNC(=O)CSc1nnc(-c2ccc(S(=O)(=O)N3CCCC3)cc2)n1-c1cccc(C)c1C	-5	3	.	.	3	.	-14	.
CNC(=O)[C@@H]1CCC(=O)N1	1	-1	.	-3	27	0.0	.	-1
CO[C@H]1CN(C)C(=O)c2cc(NS(=O)(=O)c3cn(C)cn3)ccc2OC[C@H](C)N(Cc2cccc(F)c2)C[C@@H]1C	-10	56	.	4	0	-0.1	-3	4
NC(=O)COc1ccccc1C1=NO[C@@](CC(=O)O)(C(=O)Nc2ccc3c(c2)OCCO3)C1	10	3	2	-20	14	0.1	-1	0
C[C@@H]1CCCCO[C@@H](CN(C)C)[C@@H](C)CN([C@@H](C)CO)C(=O)c2cc(NC(=O)Nc3ccc(F)cc3)ccc2O1	-9	1	-2	-19	-29	-0.2	0	-2
CO[C@H](CN(C)S(=O)(=O)c1ccc(C)cc1)[C@H](C)CN([C@H](C)CO)S(=O)(=O)c1cccc(Cl)c1	-1	11	.	4	8	0.0	-18	1
CCN(CC)CCCNC(=O)CSc1nc2c(c(C(F)(F)F)n1)CCc1ccccc1-2	2	.	.	-4	-12	0.0	.	-3
COc1ccc(CN(C)C[C@H]2Oc3c(NS(=O)(=O)c4ccc(F)cc4)cccc3C(=O)N([C@H](C)CO)C[C@H]2C)cc1	5	-1	8	-1	-5	0.1	1	-4
COc1ccccc1NS(=O)(=O)c1cc(NC(=O)c2ccc(Cl)nc2)ccc1Cl	-2	2	.	.	38	0.0	-3	.
Cc1cc(C)n(CCC(=O)N/N=C/c2ccc(Cl)c([N+](=O)[O-])c2)n1	.	-2	-1	-4	-1	0.0	-14	.
C=CCNC(=O)c1c(Cl)cccc1Cl	-1	8	-1	-3	18	.	.	1
Cc1ccc(C)c(NS(=O)(=O)c2ccc(-c3ccc(=O)[nH]n3)o2)c1	5	0	-1	15	3	0.0	-10	1
O=C(NCC[C@H]1CC[C@@H](NC(=O)c2cccnc2)[C@H](CO)O1)Nc1ccc(Cl)cc1	-1	3	-4	7	-9	-0.3&0.5	-4	-2
O=C(CCC(=O)c1ccc(Cl)cc1)OCn1nnc2ccccc2c1=O	4	1	-1	-1	9	0.0	7	-3
O=C(OCC(=O)N(Cc1ccccc1)Cc1ccccc1)c1ccccc1NCCO	.	.	-2	2	3	0.2	.	0
CO[C@@H]1CN(C)C(=O)c2ccc(NC(=O)c3ccc(F)cc3)cc2OC[C@@H](C)NC[C@@H]1C	.	.	-4	12	-1	0.0	1	0
Cc1ccc(S(=O)(=O)NCCCC(=O)O)cc1	2	.	-1	2	4	0.0	-20	-2
CCC(=O)N1[C@@H](CO)[C@@H](c2ccccc2)C12CN(Cc1nccs1)C2	.	.	0	4	1	0.2	-6	1
COc1ccccc1-c1cn(CC[C@H]2CC[C@H](NC(=O)c3ccccc3F)[C@@H](CO)O2)nn1	9	-2	-1	24	29	0.0	7	-2
CC(=C/c1ccccc1)/C=N/NC(=O)c1ccccn1	.	-4	.	-7	?	0.1	-10	-3
CCOC(=O)C(=O)Nc1cc(Cl)ccc1C	0	7	.	.	-4	0.0	0	.
CC1Cc2ccccc2N1C(=O)Cn1cc(C(F)(F)F)ccc1=O (centres undefined)	-1	-4	-4	-1	-10	0.0	2	1
CC(C)CNC(=O)CC(=O)NN=C1CCCC1	.	2	.	.	12	0.3	2	.
